# Compound activity (PubChem BioAssay)
# Mm-Cpn inhibitor: M. maripaludis TRiC chaperonin inhibition; purified Mm-Cpn ATPase, ADP Transcreener TR-FRET; Potency, µM (top dose mostly 76.9 µM), for the others: at the top dose activity, negative = inhibition, most hits filed as inhibitors; 330,000 tested, 0.031% active; further: potency means the concentration at half of the fitted maximal effect; on the % scale 0 is the no-effect control and ±100 the full control effect; nearly all actives have a fitted effect of over 80% in size
#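 ATPase turnover read by TR-FRET ADP competition (Eu cryptate antibody/ADP-d2, 665/590 nm): 10uM ATP final, 25nM Mm-CPN final, 30 min 37degC after 10-min compound preincubation, pH 7.4 Tris/KCl/MgCl2/DTT buffer.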
# Abeta yeast res: A-beta toxicity reversal in yeast | yeast expressing A-beta42, growth rescue, OD600, 48 h; response scale: 0% DMSO, 100% iron-clioquinol control | Potency, µM (top dose mostly 46.1 µM), for the others: at the top dose growth rescue, most hits filed as activators | 410,000 tested, 0.063% active | AID 1347071; further: potency means the concentration at half of the fitted maximal effect; nearly all actives have a fitted effect of over 55% in size
#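 Yeast A-beta toxicity model in growth medium with pinned compounds, 48 h at 30 C; growth read as absorbance at 600 nm. Normalized to FeCl3/clioquinol equimolar mix (positive) and DMSO (negative).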
# TDP43 rescue: TDP-43 toxicity inhibition in yeast; TDP-43 expressing yeast growth rescue, BacTiter-Glo, 24 h; Potency, µM (top dose mostly 46.1 µM), for the others: at the highest dose growth rescue (activation), most hits filed as activators; 410,000 tested, 1.8% active; AID 652104; further: potency means the concentration at half of the fitted maximal effect; % of control where 0% means no effect; nearly all actives have a fitted effect of over 50% in size
#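 Yeast expressing TDP-43 (pregrown in raffinose, seeded at OD600=0.02 in galactose medium) exposed to compounds 24 hr at 30 deg C. Growth read by BacTiter-Glo luminescence; rescue of toxicity appears as increased signal.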
# GLP-1R inv ag: inverse agonists of human GLP-1 receptor; P43220; HEK293 GLP-1R CRE-luciferase, luminescence, 24 h; GLP-1R form is constitutively active; Potency, µM (doses to about 38.3 µM), for inactives: at the top dose activity change, negative = inhibition, actives largely listed as inhibitors; 410,000 tested, 1.6% active; further: potency means the concentration at half of the fitted maximal effect; on the % scale 0 is the no-effect control and ±100 the full control effect; nearly all actives have a fitted effect of over 55% in size
# Target sequence (P43220 whole entry, looked up): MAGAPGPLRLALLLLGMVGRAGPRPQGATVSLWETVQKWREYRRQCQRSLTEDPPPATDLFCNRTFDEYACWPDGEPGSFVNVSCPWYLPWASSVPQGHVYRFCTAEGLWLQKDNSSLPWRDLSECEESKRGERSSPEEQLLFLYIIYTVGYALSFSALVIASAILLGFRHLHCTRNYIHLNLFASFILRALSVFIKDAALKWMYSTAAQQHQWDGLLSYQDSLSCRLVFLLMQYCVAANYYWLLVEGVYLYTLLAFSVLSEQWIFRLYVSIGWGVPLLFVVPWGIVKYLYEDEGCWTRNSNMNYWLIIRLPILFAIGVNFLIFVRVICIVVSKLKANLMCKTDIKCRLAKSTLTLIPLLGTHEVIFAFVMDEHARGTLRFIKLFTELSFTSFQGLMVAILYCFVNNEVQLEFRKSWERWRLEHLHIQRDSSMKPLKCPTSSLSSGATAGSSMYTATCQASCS
#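 HEK293 cells stably co-expressing a cAMP-responsive luciferase reporter and constitutively active GLP-1R were seeded, incubated 12 h, then exposed to compounds for 24 h at 37 C. Luminescence was read 12 min after detection reagent; inverse agonists lower signal.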
# pAkt inh: blocks phosphorylation of Akt. AID 651550. Neuro2A IGF-stimulated pAkt S473 HTRF, 20 min; stronger effect = lower value. 360,000 tested, 0.32% active. activity change, % for hits at 50 µM; in the data active means activity change below about -80%; inconclusive means mostly about -51% to -80%; further: on the % scale 0 is the no-effect control and ±100 the full control effect
#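 Single-point screen (50 µM final compound) in Neuro2A cells stimulated 20 min with 6 nM IGF at 37 deg C. After lysis, Ser473-phosphorylated Akt read by HTRF (ex 330 nm, em 615/665 nm) as the 665/615 ratio.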
# FUS suppressor: suppressors of FUS proteinopathy in yeast; S. cerevisiae FUS-expressing, growth rescue, OD600, 24 h; Potency, µM (highest dose often 76.6 µM), inactives show at the top dose growth rescue (activation), usual class: activators; 390,000 tested, 0.24% active; AID 1347120;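 further: potency means the concentration at half of the fitted maximal effect; plate controls were DMSO vehicle for no effect and reference control for full effect; nearly all actives have a fitted effect of over 55% in size; some results filed as inactive show a strong effect at the top dose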
#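 S. cerevisiae expressing FUS from galactose induction served as the toxicity model. Growth after 24hr at 30C, read as absorbance at 600 nm, indicates suppression of toxicity; compounds dosed at several concentrations.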
# GLP1R cytotox: cytotoxicity in counter-screen for GLP-1R inverse agonists; HEK293 cAMP-luciferase reporter cells, luminescence, 24 h; Potency, µM (highest dose often 38.3 µM), for inactives: at the top dose activity change, negative = inhibition, usual class: inhibitors; 410,000 tested, 0.13% active; AID 624418;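 further: loss of luciferase light is scored as toxicity; potency means the concentration at half of the fitted maximal effect; on the % scale 0 is the no-effect control and ±100 the full control effect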
#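 Compound-treated cells are incubated 24 hr at 37 deg C under 5% CO2 after a 12 hour attachment period, then luciferase detection reagent is added and luminescence is measured following 12 min at room temperature; lowered signal indicates toxicity.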
# aSyn yeast inh: rescues yeast growth from alpha-synuclein toxicity. Yeast expressing alpha-synuclein, growth rescue, BacTiter-Glo, 24 h. Potency, µM (highest dose often 46.1 µM), for inactives: at the top dose growth rescue (activation), hits mostly activators. 370,000 tested, 0.14% active. AID 652106; further: potency means the concentration at half of the fitted maximal effect; % of control where 0% means no effect; nearly all actives have a fitted effect of over 65% in size
#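 Rescue of yeast growth: cells expressing toxic alpha-synuclein, induced in galactose at OD600 0.02, incubated with compound 24 h at 30 C. ATP luminescence quantified growth; inhibitors of toxicity appear as activators.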
# PTHR1 agonist: agonists of human PTHR1 parathyroid hormone receptor; 410,000 tested, 0.075% active; AID 743266; HEK293 GP2 PTHR1 cells, GloSensor cAMP luminescence, 1 h; Q03431; Potency, µM (titrated, usually from 115 µM), for the others: top-dose activation, actives largely listed as activators; further: potency means the concentration at half of the fitted maximal effect; nearly all actives have a fitted effect of over 55% in size; some results filed as inactive show a strong effect at the top dose; inactives centre near -15; many of its hits are not listed in these tables
# Target sequence (Q03431 whole entry, looked up): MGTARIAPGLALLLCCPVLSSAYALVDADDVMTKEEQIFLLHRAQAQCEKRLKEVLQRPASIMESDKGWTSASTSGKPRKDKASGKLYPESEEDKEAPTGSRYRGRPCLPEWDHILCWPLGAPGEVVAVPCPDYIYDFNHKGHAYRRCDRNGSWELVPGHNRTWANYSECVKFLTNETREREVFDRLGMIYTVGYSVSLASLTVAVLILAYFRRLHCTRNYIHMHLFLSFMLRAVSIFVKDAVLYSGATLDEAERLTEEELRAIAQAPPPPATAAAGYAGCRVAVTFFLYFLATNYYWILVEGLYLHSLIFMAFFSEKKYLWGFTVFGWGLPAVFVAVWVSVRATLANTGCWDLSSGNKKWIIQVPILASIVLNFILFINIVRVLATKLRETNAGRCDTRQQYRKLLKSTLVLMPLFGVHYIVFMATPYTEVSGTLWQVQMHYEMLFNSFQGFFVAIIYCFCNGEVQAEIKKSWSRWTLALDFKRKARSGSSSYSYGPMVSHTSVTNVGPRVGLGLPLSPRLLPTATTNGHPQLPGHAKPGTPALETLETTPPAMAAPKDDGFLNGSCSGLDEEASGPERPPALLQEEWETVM
#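 HEK-293-derived GP2 cells expressing PTHR1 and a GloSensor cAMP reporter, 3,000/well, plated overnight, given luciferin plus IBMX (each 0.5 mM as added) for 1 h at 37 °C, then compound for 1 h at 37 °C. Luminescence was read after 15 min at room temperature.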
# * marks the source's active call; other numbers are inactive results; i = inactive; u = inconclusive; x = no result given; & = joins results of further samples; [ ] = remark or other dose. Unless noted, the call rests on the fitted dose curve; in most records, active means well fitted curve in the direction sought with a large enough effect; inconclusive means small, poorly fitted or top-dose-only effect, or another doubt; inactive means no such curve, though single readings can be large; an effect the other way counts as inactive or inconclusive. Not all compounds are listed; rates above refer to the full screens.
SMILES,Mm-Cpn inhibitor,Abeta yeast res,TDP43 rescue,GLP-1R inv ag,pAkt inh,FUS suppressor,GLP1R cytotox,aSyn yeast inh,PTHR1 agonist
CCN(CC)S(=O)(=O)c1ccc(NN=c2c(=O)c3ccccc3c2=O)cc1,1%,4%,1%,-14%,i,4%,-1%,4%,-22%
Cc1cc(C)c(C#N)c(SCC(=O)N(CCC#N)c2ccc3c(c2)OCCO3)n1,-2%,-4%,2%,52%[activator],i,24%,-1%,-1%,-21%
CCOCN(C(=O)Cn1c(CO)nc2ccccc21)c1c(C)cccc1CC,-6%,6%,18%,u,i,8%,3%,2%,-22%
Cc1cc(C)nc(Nc2nc(C(N)CCc3ccccc3)cs2)n1 (configuration not stated),x,u,16%,-1%,i,1%,-9%,-3%,1%
CC(C)(C)c1nnc2cccc(Cl)n12,0%,-6%,-6%,4%,i,-8%,5%,2%,i
Cc1cc(OCC(=O)C(C)(C)C)c2c(C)c(C)c(=O)oc2c1,-2%,-15%,-10%,11%,i,9%,1%,-3%,-69%[inhibitor][57.5 µM]
O=C(CC1CCCCC1)NCc1ccccc1,-1%,7%,-17%[1.82 µM],-19%,i,10%,-14%,-2%,i
O=C(CN1C(=O)NC2(CCc3ccccc32)C1=O)Nc1ccccc1Cl (configuration not stated),0%,-9%,3%,6%,i,-18%,0%,0%,i
CC(C)C(C(=O)NCc1ccco1)N(C(=O)CNS(=O)(=O)c1ccccc1)c1ccccc1 (configuration not stated),-2%,11%,-21%,-12%,i,23%,7%,-2%,i
Cc1ccc(-n2nc3c(N4CCC(C(=O)N5CCC(C(N)=O)CC5)CC4)nnc(C)c3c2C)cc1,1%,x,2%,19%,i,30%,-2%,1%,i
CN(C)c1ccc(NC(=O)c2cccc(N3C(=O)CCC3=O)c2)cc1,-6%,0%,-7%,-30%,i,4%,1%,-1%,-10%[57.5 µM]
COc1ccc(C2C(C#N)=C(N)N(c3cccnc3)C3=C2C(=O)CC(C)(C)C3)cc1OC (configuration not stated),1%,-3%,0%,35%,i,4%,7%,-1%,i
CCOc1ccc(NC(=O)c2cnc3ccccn3c2=O)cc1,x,-10%,20%,13%,x,-15%,3%,x,i
COc1cc(C(=O)Nc2cccc(OCc3cc(=O)n4cc(C)sc4n3)c2)cc(OC)c1OC,x,-4%,9%,9%,x,-21%,-12%,x,-12%
COc1cc(CN2CCC(CO)(CCOc3ccccc3)CC2)cc(OC)c1,2%,15%,15%,u,i,-14%,-9%,1%,i
NC1=NC2(CCCCCC2)n2c(nc3ccccc32)N1,2%,16%,-16%,55%[activator],i,25%,1%,2%,-1%[57.5 µM]
COc1ccc(CC(=O)O/N=C(\N)c2ccncc2)cc1,1%,-20%,9%,14%,i,3%,1%,2%,-11%
CC(C)CC1NC(=O)N(CC(=O)N2c3ccccc3NC(=O)C2(C)C)C1=O (configuration not stated),-2%,11%,-12%,17%,i,-5%,-11%,-1%,6%
O=C(c1ccc(F)cc1)N(NC(=O)C(O)(c1ccccc1)c1ccccc1)c1ccccc1,-2%,-8%,-5%,u,i,-8%,5%,3%,i
COc1ccc(C(=O)NCC(=O)OCC(=O)N2CCN(S(=O)(=O)c3ccccc3)CC2)cc1,0%,9%,-10%,1%,i,x,7%,-1%,i
N#CCSc1nnc(SCC#N)s1,2%,-12%,-14%,3%,i,0%,-12%,-3%,i
COC(=O)C1=C(C)NC2=C(C(=O)CCC2)C1c1cccc(C)n1 (configuration not stated),1%,6%,-24%,-2%,i,12%,226%[activator],0%,-44%[inhibitor][57.5 µM]
CSC1=C(C#N)C(=O)NC(c2ccc(Cl)cc2)S1 (configuration not stated),1%,-14%,0%,3%,i,-3%,-1%,2%,i
CC(=O)Nc1cccc(NC(=O)CSc2nccn2Cc2ccco2)c1,-2%,-10%&-2%,3%&19%,13%&-13%,i,-5%&-23%,-14%&-3%,2%,-28%&-14%
CCC(C)Sc1nnc(-c2c[nH]c3ccccc23)n1CCOC (configuration not stated),1%,-2%,-11%,0%,i,-10%,-13%,2%,i

# Exported with values under each structure: entries from further up
# Sequence of screens: Mm-Cpn inhibitor	Abeta yeast res	TDP43 rescue	GLP-1R inv ag	pAkt inh	FUS suppressor	GLP1R cytotox	aSyn yeast inh	PTHR1 agonist
CN(C)c1ccc(NC(=O)c2cccc(N3C(=O)CCC3=O)c2)cc1
→ -6%	0%	-7%	-30%	i	4%	1%	-1%	-10%[57.5 µM]
CC(C)C(C(=O)NCc1ccco1)N(C(=O)CNS(=O)(=O)c1ccccc1)c1ccccc1 (configuration not stated)
→ -2%	11%	-21%	-12%	i	23%	7%	-2%	i
O=C(CN1C(=O)NC2(CCc3ccccc32)C1=O)Nc1ccccc1Cl (configuration not stated)
→ 0%	-9%	3%	6%	i	-18%	0%	0%	i

# More records:
SMILES,Mm-Cpn inhibitor,Abeta yeast res,TDP43 rescue,GLP-1R inv ag,pAkt inh,FUS suppressor,GLP1R cytotox,aSyn yeast inh,PTHR1 agonist
COc1ccccc1-c1ccc(SCc2cccc(F)c2)nn1,2%,25%,u,-10%[0.307 µM],i,14%,3%[0.307 µM],-14%,-5%
COc1ccccc1NC(=O)Nc1nnc(CC(=O)Nc2cccc(C)c2)s1,-1%,6%,-2%,u,i,-10%,0%,-3%,-5%
CCCCSc1nnc([C@@H](NC(=O)OC(C)(C)C)C(C)C)o1,1%,-2%,3%,u,i,51%,11%,-2%,-13%
CN(CCC#N)C(=S)NC(=O)c1ccc(S(=O)(=O)N2CCOCC2)cc1,0%,-10%,-1%,13%,i,3%,5%,-1%,-14%
Fc1ccc(/C=N/Nc2nc(-c3cccnc3)nc3ccccc23)cc1,-2%,-21%,10%,u,i,7%,-14%,-1%,-26%
COc1ccccc1OCCn1cc(C(=O)O)c2ccccc21,-2%,0%,20%,7%,i,14%,5%,u,-1%
O=C(CCCc1nc2ccccc2s1)NC1CCOC1=O (configuration not stated),1%,12%,-6%[9.22 µM],7%,i,24%,-5%,-1%,i
CN1C(=O)c2ccccc2N(C)C1c1ccc(F)cc1 (configuration not stated),0%,-5%,0%,-11%,i,4%,-2%,13%,i
CCCCc1c(C)[nH]c(C(=O)OCC)c1C,-6%,-3%,12%,-7%,i,-3%,0%,-19%,u
CCNC(=S)N(Cc1cc2cc(C)ccc2[nH]c1=O)C1CCCC1,-8%,2%,10%,-1%,i,x,21%,-1%,i
CCOC(=O)c1c(C)oc(=O)c(CC)c1O,x,-6%,-1%,1%,i,-7%,-4%,5%,-7%
CCN1C(=O)CC(c2ccco2)Sc2ccccc21 (configuration not stated),-1%,-16%,-2%,1%,i,8%,12%,1%,-9%[57.5 µM]
O=C(Cc1coc(-c2ccc(F)cc2)n1)NC1CCCCC1,0%,0%,22%,-17%,i,-8%,-3%,15%,-10%[57.5 µM]
COc1ccccc1Cc1nc2ccccc2nc1SCC(=O)NCc1ccccc1Cl,x,14%,u,11%,x,-3%,-7%,x,i
Cc1c(CCOC(=O)c2cc([N+](=O)[O-])ccc2Cl)sc[n+]1CCCCS(=O)(=O)[O-],-3%,2%,-10%,14%,i,-9%,0%,-1%,i
O=C(CCC(=O)c1ccc(Br)cc1)Nc1cccc(C(F)(F)F)c1,2%,21%,-16%,u,i,9%,-10%,-1%,u
CC(=O)c1sc(NC(=O)c2ccc(Cn3cc(Br)cn3)o2)nc1C,-10%,1%,-17%,2%,i,40%,3%,-5%,-7%[57.5 µM]
Cc1ccc(S(=O)(=O)NCC(=O)N2CCN(c3ccccc3F)CC2)cc1,-1%,-16%,-3%,-29%,i,16%,-7%,8%,-23%
Cc1ccc(C(=O)NCC(=O)NC23CC4CC(CC(C4)C2)C3)cc1,3%,-6%,-12%,-3%,i,27%,21%,0%,i
CN(C)N=Nc1nc[nH]c1C(N)=O,-1%,4%,0%,u,i,-45%,-6%,-6%,-18%
COc1cccc2cc(C(=O)NC(C)c3ccccc3)c(=O)oc12 (configuration not stated),-5%,-4%,-12%,5%,i,0%,4%,1%,-44%[inhibitor]
CCCCc1cc(=O)oc2cc(OCC(=O)Nc3cccnc3)c(Cl)cc12,-8%,x,14%,5%,i,-6%,1%,-7%,-9%
COc1ccc(C)c(NC(=O)C2CC(=O)NC3=C2C(=O)CCC3)c1 (configuration not stated),3%,-3%,-12%,31%[activator],i,-1%,4%,-5%,-27%
CCCc1nc(-c2ccccc2O)n(-c2ccccc2)n1,-2%,-17%,28%,u,i,-5%,4%,-12%,i
CC(C)(C)c1ccc(CC(=O)N2CCC2(C)C(=O)O)cc1 (configuration not stated),x,-13%,13%,3%,i,-24%,-9%,1%,-8%
COCCNc1c(-c2ccc(OC)cc2)nc2ccc(Cl)cn12,-1%,-15%,-28%,-26%,i,10%,11%,1%,-11%
Cc1ccc(/C=N/NC(=O)CSc2nc3nc(C)cc(C)n3n2)cc1,-3%,-3%,-10%,1%,i,3%,7%,-1%,-14%[57.5 µM]
CC1CC(C)(C)N(C(=O)CN2C(=O)CCC2=O)c2ccccc21 (configuration not stated),-14%,3%,2%,-14%,i,-4%,-2%,0%,i
Cc1nc(C(F)(F)F)ccc1C(=O)N1CCC(C)(C(=O)O)C1 (configuration not stated),x,-11%,8%,16%,i,-22%,-5%,2%,-7%
COc1ccc(-n2nc3cc(C)c(NC(=O)c4ccc(-c5ccc(Br)cc5)o4)cc3n2)cc1,x,-6%,7%,2%,x,12%,-3%,x,-25%
